High-throughput results from PubChem.
hK5 inh = kallikrein 5 (human) inhibition. 210,000 tested, 0.59% active. recombinant hK5, fluorogenic AMC substrate cleavage. inhibition, % at 5 µM. AID 873. Q9Y337;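 active = inhibition of 40% or more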;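 also: 0% = enzyme controls without compound and 100% = no-enzyme blanks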
Target sequence (Q9Y337 67-293 limits assumed): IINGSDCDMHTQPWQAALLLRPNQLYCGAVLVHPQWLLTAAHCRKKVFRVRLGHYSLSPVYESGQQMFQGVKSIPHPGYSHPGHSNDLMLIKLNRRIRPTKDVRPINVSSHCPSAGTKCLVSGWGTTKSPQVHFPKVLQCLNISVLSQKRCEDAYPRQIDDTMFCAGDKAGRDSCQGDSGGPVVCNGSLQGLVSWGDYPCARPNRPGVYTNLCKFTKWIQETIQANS
thrombin 1536 = blocks human thrombin protease activity; alpha-thrombin, Boc-VPR-AMC fluorogenic substrate cleavage; inhibition, % at 5 µM; 220,000 tested, 0.26% active; AID 1046;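 active = inhibition at or above 40%; inactive = inhibition below 40%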;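 also: 0% = enzyme with no compound and 100% = wells without enzyme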
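System – human alpha-thrombin · Medium – pH 7.5 Tris (50 mM) with NaCl 150 mM, Tween 20 0.05% · Compound – single-point dosing at 5 µM, 0.2% DMSO · Incubation – enzyme reaction carried out at room temperature · Technique – fluorescence of released AMC, ex 355 nm, em 460 nm · Read-out basis – % inhibition of thrombin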
FXIa inh = factor XIa (human) inhibition | P03951 | purified FXIa, Boc-Glu-Ala-Arg-AMC fluorogenic substrate | inhibition, % at 5 µM | 220,000 tested, 0.14% active | AID 798;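 active = inhibition of at least 40%; inactive = inhibition below 40%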;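 also: fluorescence of freed AMC excited at 355 nm; 0% = enzyme without compound and 100% = no enzyme blank; many of its hits are not listed in these tables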
Runt-SMMHC FRET = blocks binding of human RUNX1 Runt domain to CBFb-SMMHC | Q01196+Q13951 | AID 1434 | Cerulean-Runt/Venus-CBFb-SMMHC FRET ratio 530/480, 1 h | 220,000 tested, 0.74% active | inhibition, % at 20 µM;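 active = mean inhibition across duplicate retests at 20 µM reaching about 50%, limit read from the data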;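 also: 0% = DMSO wells and 100% = wells with excess untagged CBFb-SMMHC; inhibitors lower the FRET ratio by blocking Runt binding to CBFb-SMMHC; some results filed as inactive read as strong as hits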
FXIIa inh 1536 = factor XIIa (human) inhibition. P00748. purified FXIIa, Boc-QGR-AMC fluorogenic substrate, 2 h. inhibition, % at 5 µM. 220,000 tested, 0.3% active. AID 800; in the data active = inhibition above about 40%;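 also: 0% = enzyme with no compound and 100% = blank without enzyme; many of its hits are not listed in these tables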
Target sequence (P00748 20-372 limits assumed): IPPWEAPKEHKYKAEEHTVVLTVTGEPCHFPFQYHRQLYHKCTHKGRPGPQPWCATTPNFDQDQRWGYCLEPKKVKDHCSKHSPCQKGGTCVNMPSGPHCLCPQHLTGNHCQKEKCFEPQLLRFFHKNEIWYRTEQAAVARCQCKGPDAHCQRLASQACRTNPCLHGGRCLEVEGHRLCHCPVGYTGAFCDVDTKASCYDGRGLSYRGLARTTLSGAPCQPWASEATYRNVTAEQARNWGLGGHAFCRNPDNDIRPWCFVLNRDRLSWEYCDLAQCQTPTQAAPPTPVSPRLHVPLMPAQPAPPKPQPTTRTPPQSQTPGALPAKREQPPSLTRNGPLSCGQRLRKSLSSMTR
Target sequence (P00748 373-615 limits assumed): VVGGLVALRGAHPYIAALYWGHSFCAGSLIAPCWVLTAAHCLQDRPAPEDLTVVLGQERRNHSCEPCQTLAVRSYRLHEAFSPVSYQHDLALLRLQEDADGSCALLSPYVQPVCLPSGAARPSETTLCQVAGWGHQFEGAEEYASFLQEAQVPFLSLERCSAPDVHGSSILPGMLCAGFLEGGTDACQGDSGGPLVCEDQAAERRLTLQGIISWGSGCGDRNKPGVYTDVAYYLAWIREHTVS
Runt-CBFb FRET = inhibitors of human RUNX1 Runt domain binding to CBFb. Cerulean-Runt/Venus-CBFb FRET ratio 530/480, 1 h. 220,000 tested, 0.46% active. Q01196+Q13951. inhibition, % at 20 µM;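 active = inhibition over about 50% at 20 µM in the single-dose screen, limit read from the data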;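 also: 0% = DMSO wells and 100% = excess unlabeled CBFb competitor control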
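Reagent – Venus-CBFb binding partner, 100 nM · Assay system – Cerulean-tagged RUNX1 Runt domain (FRET donor) fusion protein · Input – 100 nM per protein · Incubation – two 1 h room-temperature incubations shielded from light · Measured by – FRET fluorescence · Medium – Tris buffer pH 7.5 with salts and BSA · Benchmarks – unlabeled CBFb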
Wee1 stabilizer = inhibitors of human Wee1 degradation | HeLa Luc-Wee1K328M stability, luciferase luminescence; 100% = proteasome inhibitor MG132 effect | reporter increase, % at 5 µM | 220,000 tested, 1.2% active | AID 1321;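 active = activation above the mean of all tested compounds plus 3 SD, set per screening run, cut at about 8.8% in these data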;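 also: cells exposed to compound for 20 h before luminescence read; 0% = DMSO alone and 100% = MG132 at 30 µM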
14-3-3 Bad PPI = disrupts binding of bovine 14-3-3 zeta to phospho-Bad peptide; P63103; TR-FRET 14-3-3zeta/Dy647-pBad peptide displacement, 1 h; inhibition, % at 21.7 µM; 220,000 tested, 0.71% active; AID 781;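 active = inhibition above about 70%, limit read from the data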;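 also: 0% = full 14-3-3 plus peptide FRET controls and 100% = background without 14-3-3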
Target sequence (P63103 whole entry, looked up): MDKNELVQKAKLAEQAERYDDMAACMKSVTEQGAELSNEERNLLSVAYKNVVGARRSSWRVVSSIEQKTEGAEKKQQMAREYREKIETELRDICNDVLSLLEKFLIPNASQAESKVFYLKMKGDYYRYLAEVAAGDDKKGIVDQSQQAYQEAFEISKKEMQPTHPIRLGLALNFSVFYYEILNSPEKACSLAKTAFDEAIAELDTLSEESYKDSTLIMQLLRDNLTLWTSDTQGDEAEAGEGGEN
Hck Nef HTS = inhibitors of human Hck kinase activated by Nef | P08631 | Recombinant Hck-YEEI plus Nef, Z-Lyte FRET kinase assay | inhibition, % at 20 µM | 220,000 tested, 0.68% active | AID 463187;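 active = Hck-Nef kinase inhibition above about 50%, limit read from the data; inactive = inhibition below that limit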;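 also: 0% = DMSO with Hck plus Nef and 100% = Hck alone without Nef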
* = called active by the depositor; . = not tested or not shown; & = joins results of further samples; ! = a repeat was not active; [ ] = remark or other dose.

smiles	hK5 inh	14-3-3 Bad PPI	FXIIa inh 1536	Runt-SMMHC FRET	FXIa inh	Wee1 stabilizer	thrombin 1536	Hck Nef HTS	Runt-CBFb FRET
O=C(Nc1ccccn1)Nc1cccs1	-3	-8	11	-1	-3	-1	1	-1	4
O=C(c1c[nH]c2ccccc12)N1CCN(c2ccccc2)CC1	10	-7	2	-1	-4	0	-6	17	1
O=C(Oc1ccc([N+](=O)[O-])cc1)c1ccc(Cl)c(S(=O)(=O)N2CCCCC2)c1	-25	14	23	-7	19	-2	-2	3	3
C/C(=N/NC(=O)c1cccnc1)C1=C(O)CC(C)(C)CC1=O	1	-8	9	1	2	-3	11	-3	2
Cc1cc(C)c(S(=O)(=O)N2CCC(C(=O)NCc3ccc(Cl)cc3Cl)CC2)c(C)c1	-21	-6	3	3	3	1	1	1	-4
COC(=O)C(Cc1ccc(O)cc1)NC(=O)c1ccccc1 (stereo not given)	7	3[fluorescence artefact?]	17	2	-13	-4	3	2	-1
Cc1n[nH]c(C)c1CCC(=O)N/N=C/c1cccc([N+](=O)[O-])c1	-4	-8	0	2	1	1	.	41	0
Oc1ccc(C2C(c3ccccc3)=NN=C(c3ccccc3F)N2O)c(O)c1 (stereo not given)	-12	3	7	-1	-2	5	-4	3	1
OC(COc1cccc2ccccc12)CN1CCCC1 (stereo not given)	-5	43	1	8	-3	0	-3	1	0
O=C(NCCCN1CCCC1=O)Nc1ccc(F)c(Cl)c1	-23	-4[fluorescence artefact?]	8	0	-6	1	-3	0	-2
CCC1(C)Cc2ccccc2-c2nc(-c3ccccc3)oc(=O)c21 (stereo not given)	-21	1	3	1	4	-4	1	-1	0
O=[N+]([O-])c1ccc(S(=O)(=O)NCCc2cn3ccccc3n2)cc1	-13	3[fluorescence artefact?]	-1	4	-5	-3	-6	-6	1
O=C(COC(=O)c1n[nH]c2ccccc12)Nc1ccc([N+](=O)[O-])cc1	-7	-2	15	0	8	-1	2	8	-2
C=CCN(CC=C)S(=O)(=O)c1ccc(NC(=O)COc2ccccc2OC)cc1	-4	0[fluorescence artefact?]	18	3	10	4	0	9	-3
CC(=O)SC1CC2=CC(=O)CCC2(C)C2CCC3(C)C(CCC34CCC(=O)O4)C12 (stereo not given)	-6	8	9	.	-4	-1	2	24	.
CCOC(=O)C1(S(=O)(=O)c2ccccc2)CCN(Cc2ccccc2)CC1	-1	2	7	0	-7	-1	-4	1	0
CCOC(=O)C1(Cc2ccccc2C)CCCN(S(=O)(=O)c2cccnc2)C1 (stereo not given)	-3	-2	1	3	-5	1	-4	16	-1
S=C(NCc1ccccc1)N1CCN(c2cccc(Cl)c2)CC1	-2	-6	.	-2	-2	2	-7	-21	1
CCCOc1ccc(C(C)=O)cc1CN1CCOCC1	-13	-7[fluorescence artefact?]	0	2	-6	12*	-7	2	0
CCOCCCNC(=O)N[C@@H](Cc1ccccc1)C(=O)OC	-21	0	11	4	-2	2	-5	2	0

Continued:
smiles	hK5 inh	14-3-3 Bad PPI	FXIIa inh 1536	Runt-SMMHC FRET	FXIa inh	Wee1 stabilizer	thrombin 1536	Hck Nef HTS	Runt-CBFb FRET
COc1ccc(NC(=S)N2CCN(Cc3ccccc3)CC2)cc1	-31	-10	7	2	0	-1	-2	8	-1
O=C(CNC(=S)N(Cc1ccccc1)Cc1ccccc1F)NCc1ccc(Cl)cc1	2	-7	13	-1	7	-4	.	17	0
Cc1ccc(S(=O)(=O)N2CCOCC2)cc1NC(=O)c1cccc(S(=O)(=O)N2CCCC2)c1	-2	-3	2	1	-3	1	-10	18	-1
CCOc1ccccc1NC(=O)CN1C(=O)C(C)SC(C)C1=O (stereo not given)	-4	8	10	0	9	0	-7	6	2
CC(=NCCCn1ccnc1)c1c(O)n(Cc2ccccc2)c(=O)[nH]c1=O	-9	8[fluorescence artefact?]	5	-6	0	2	0	-18	2
CCN(CC)C(=S)Nc1ccc2nc3n(c(=O)c2c1)CCCCC3	24	-5	18	-1	9	2	12	19	0
CCCCOc1nc2ccccc2nc1C(C#N)C(=O)NC1CCCCC1 (stereo not given)	12	-7	10	-18	1	0	4	2	-8
CS(=O)(=O)c1[nH]nc(-c2ccccc2Cl)c1C#N	3	9	14	2	3	-3	3	14	3
Cc1ccc(S(=O)(=O)NCCC(=O)Nc2ccc3c(c2)OCO3)cc1	-14	6	7	1	1	4	-4	0	0
Cc1noc(C)c1C(=O)OCC(=O)Nc1ccc(C(N)=O)cc1	3	0	4	-1	-2	-3	-7	-16	-1
CCCCCNc1nc(N2CCCC2)c2c(c1C#N)CCN(C)C2	-19	-6	9	27	-3	-1	0	4	11
Cc1noc(NS(=O)(=O)c2ccc(NC(=O)CC34CC5CC(CC(Br)(C5)C3)C4)cc2)c1C	1	51	15	-7	3	0	1	0	.
Cc1cc(=O)[nH]c2c1c(=O)[nH]n2C1CC(C)N(C)CC1C (stereo not given)	0	.	13	1	6	2	2	2	-1
NC(=O)c1cccnc1Sc1ccc(Cl)cc1	-32	8	27	3	25	-1	4	7	2
O=C(Cn1cnc2ccccc21)N/N=C/c1ccccn1	-70	-1	10	-2	15	-2	-5	1	1
O=C(Nc1ccccc1C(=O)O)c1ccc(NC(=O)c2ccc(Br)o2)cc1	1	-16[fluorescence artefact?]	9	-4	4	-2	3	-24	3
O=C(NC1CCCCC1)c1cc2nc(-c3ccco3)cc(C(F)(F)F)n2n1	-5	-4	7	7	-5	-2	3	3	-2
COc1ccc(-n2nnnc2SCC(=O)Nc2nc3c(s2)CCCC3)cc1	-2	0	20	2	-1	-1	-1	0	1
Nc1ncc(Br)cc1S(=O)(=O)NCCC(=O)Nc1cccc(Cl)c1	-10	13	15	3	3	0	0	-1	0
O=C(Nc1ccccc1)C1=C[C@H](c2csc3ccccc23)C[C@H](OCCCCO)O1	-2	2	6	-1	0	2	-2	20	-2

The list goes on:
smiles	hK5 inh	14-3-3 Bad PPI	FXIIa inh 1536	Runt-SMMHC FRET	FXIa inh	Wee1 stabilizer	thrombin 1536	Hck Nef HTS	Runt-CBFb FRET
CCC(C)C(NC(=O)c1ccccc1NC(=O)c1ccco1)C(=O)NNC(=O)c1ccc(OC)cc1 (stereo not given)	2	13	6	-6	-4	-3	-6	5	-2
CSCCNCc1cn(-c2ccc(F)cc2F)nc1-c1ccccc1C	21	-5	8	0	-1	-2	-2	9	1
CC(c1cccnc1)N(CCN(C)C)C(=O)Nc1ccc(Cl)cc1 (stereo not given)	-4	12	7	-1	0	-2	-9	1	2
COC(=O)C1=C(C)OC(N)=C(C#N)C1c1ccc(OC)c(OC)c1OC (stereo not given)	3	-7	15	-1	4	1	5	0	2
COc1cc2cc(CN(Cc3cccs3)C(=S)Nc3ccc(C)cc3)c(=O)[nH]c2cc1OC	-11	6[fluorescence artefact?]	7	-14	4	0	-3	5	-1
COc1cc(/C=N/NC(=O)c2cccnc2)ccc1OCC(=O)Nc1c(C)cc(C)cc1C	-11	11[fluorescence artefact?]	3	-1	1	2	-13	3	-5
CCCNC(=O)C(NS(=O)(=O)c1ccc2c(c1)c(=O)n(C)c(=O)n2C)c1ccccc1 (stereo not given)	-1	12	4	-1	0	0	-7	-1	1
CC1(C)CC(=O)C(=C2SCCCS2)C(=O)C1	-10	2[fluorescence artefact?]	9	-1	3	-3	1	5	1
COC(=O)C1CC(=O)N(CCc2c[nH]c3ccccc23)C1 (stereo not given)	-22	-16	8	-7	-3	0	-12	0	-1
O=S(=O)(Nc1ccc(Cc2ccncc2)cc1)N1CCCC1	-7	1	-2	3	-5	1	-2	9	0
COc1ccc(CNC(=O)[C@H](C)[C@@H]2C[C@@]2(C)[C@@H](NC(=O)OCc2ccccc2)c2ccccc2)cc1OC	-4	8	13	-1	7	1	6	1	-6
Cc1ccc(S(=O)(=O)Nc2nc3ccccc3nc2N2CCc3ccccc3C2)cc1	-3	19	10	9	0	1	-3	4	1
Cc1ccc(SCC(=O)c2cc(C)c(OC(=S)N(C)C)c(C)c2)cc1	1	6	16	3	4	2	7	-1	-1
COc1ccc(N2CCN(C(=O)NC34CC5CC(CC(C5)C3)C4)CC2)cc1	0	-2	-21	0	-8	0	-8	-1	-1
Cn1nc(-c2ccc(Cl)cc2)c2cc(C(=O)NC3CC3)sc21	-6	5	9	-2	-5	-2	-6	1	-2
O=C1NC(CCc2ccccc2)C(=O)N1CCOc1cccc(Br)c1 (stereo not given)	-6	-9	5	-5	-2	1	1	1	.
O=C(Nc1ccccc1N1CCN(C(=O)c2ccc(Cl)cc2)CC1)c1ccc2c(c1)OCO2	-23	-7	3	0	-15	0	-2	2	2
O=C1O/C(=C\c2ccccc2)c2ccccc21	-16	-9	-1	0	-3	-1	-9	2	-1
N#CCC(=O)c1ccccc1Oc1ccc(Cl)cc1	16	24	15	-5	7	-3	-5	-28	-3
Cc1ccc(S(=O)(=O)N(CC(=O)NCCC2=CCCCC2)Cc2ccccc2)cc1	-15	-1[fluorescence artefact?]	42*	-6	12	2	5	-1	-7

Further results.
smiles	hK5 inh	14-3-3 Bad PPI	FXIIa inh 1536	Runt-SMMHC FRET	FXIa inh	Wee1 stabilizer	thrombin 1536	Hck Nef HTS	Runt-CBFb FRET
CCC(=O)N1CCN(CCN=CC2=C(O)CC(c3cccs3)CC2=O)CC1 (stereo not given)	-6	23[fluorescence artefact?]	4	-2	10	-4	5	0	1
CC(C)Sc1cc(N2CCOCC2)nc(-c2ccccc2)n1	-12	-6[fluorescence artefact?]	9	0	7	3	-2	3	-5
O=C1CC(NCc2ccncc2)C(=O)N1c1ccc(Cl)cc1 (stereo not given)	-4	-9	16	1	1	2	3	1	0
Cc1ccccc1OCc1nnc(SC(C)C(=O)O)n1Cc1ccccc1 (stereo not given)	2	-4	10	-2	8	0	2	4	0
Cc1ccc(-n2nnc3c(=O)n(CC(=O)c4ccccc4)cnc32)cc1	-5	-8	7	-2	-7	-1	2	0	-1
Cc1cccc(C(=O)c2cccc(C)c2)c1	-15	3	10	2	1	0	-7	3	-3
CCC(C)c1ccc(NC(=O)CSc2nncn2N)cc1 (stereo not given)	0	-13	2	-4	2	2	-4	-12	0
Oc1cccc(/C=N/Nc2ncnc3c2ncn3Cc2ccccc2)c1	-16	-12	5	1	-2	6	-5	7	-3
Cc1ccc(-c2cc(C(=O)O)n[nH]2)o1	2	11	-14	3	-7	2	-6	0	0
COc1ccc(CCc2nc(C)ccc2O)cc1	44*!	0&46	10&16	0&-3	4&6	-1&1	24&5	0&3	2&-2
Cn1c(SCC(=O)NCCNC(=O)CSc2nnc(C(F)(F)F)n2C)nnc1C(F)(F)F	9	-1	19	-4	13	-3	4	0	1
Cc1cc(Cl)ccc1OCC(=O)NCC(=O)N/N=C/c1ccco1	-2	-13	5	6	-4	6	0	24	4
CCN(CC)CCSc1nnc2c3cc(C)ccc3n(Cc3ccccc3)c2n1	-2	-3	3	0	-2	-1	-4	17	-3
Cc1cc(C)c(C(=O)/C=C/c2cccc3ccccc23)c(=O)[nH]1	-22	-12	-2	-7	-5	0	-6	0	-2
